Screening data (PubChem BioAssay)
ERp5 inh: inhibitors of human ERp5. AID 651711. ERp5 insulin aggregation, absorbance 650 nm, 90 min. inhibition, % at 9.99 µM. 350,000 compounds, 0.05% hits;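 active = mean replicate inhibition above about 25%, with every replicate also reaching it, limit read from the data, passing the limit was not always enough; inconclusive = only one of those two criteria met; inactive = neither criterion met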
Target sequence (Q15084 whole entry, looked up): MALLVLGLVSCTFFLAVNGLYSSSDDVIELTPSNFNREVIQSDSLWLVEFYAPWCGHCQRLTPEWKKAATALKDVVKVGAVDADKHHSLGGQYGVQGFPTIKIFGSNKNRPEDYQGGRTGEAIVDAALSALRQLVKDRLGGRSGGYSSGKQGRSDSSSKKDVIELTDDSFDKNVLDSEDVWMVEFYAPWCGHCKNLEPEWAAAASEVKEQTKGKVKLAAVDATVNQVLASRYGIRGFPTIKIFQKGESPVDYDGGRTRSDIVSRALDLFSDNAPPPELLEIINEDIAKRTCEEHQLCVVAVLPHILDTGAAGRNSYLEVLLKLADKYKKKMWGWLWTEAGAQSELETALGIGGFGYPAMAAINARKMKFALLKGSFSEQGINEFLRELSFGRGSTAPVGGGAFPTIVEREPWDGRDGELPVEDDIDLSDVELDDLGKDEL
DENV2 CPE rescue: protects cells from dengue virus 2 cytopathic effect; DENV2-infected cells, cytopathic effect rescue, plate reader; CPE inhibition, % at 9.99 µM; 350,000 compounds, 1.7% hits; AID 651640; in the data active = CPE inhibition above about 20%, passing the limit was not always enough; inconclusive = no clear call, values can overlap the other calls; tested in BHK-21 cells;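 note: 0% = median of neutral control wells and 100% = median of positive control wells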
SIRT5 block: sirtuin-5 (human) deacylase inhibition; inhibition, % at 15 µM; 330,000 compounds, 1.1% hits; Purified SirT5, succinyl-peptide AMC, trypsin-coupled fluorescence; Q9NXA8; in the data active = inhibition above about 15%; inconclusive = no clear call, values can overlap the other calls
Target sequence (Q9NXA8 whole entry, looked up): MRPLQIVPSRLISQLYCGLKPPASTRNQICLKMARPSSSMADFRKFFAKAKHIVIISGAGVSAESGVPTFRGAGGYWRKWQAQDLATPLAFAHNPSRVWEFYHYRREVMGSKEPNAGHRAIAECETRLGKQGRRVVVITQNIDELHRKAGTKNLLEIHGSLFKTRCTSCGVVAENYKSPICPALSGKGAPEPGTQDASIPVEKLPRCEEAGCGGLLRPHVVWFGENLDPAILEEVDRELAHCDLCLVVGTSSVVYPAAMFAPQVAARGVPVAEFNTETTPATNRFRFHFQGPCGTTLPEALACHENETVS
S100A4 MyoIIA: blocks human S100A4 binding to myosin IIA peptide | P26447 | S100A4/TAMRA-MyoIIA peptide fluorescence polarization | inhibition, % at 10.7 µM | 360,000 compounds, 0.14% hits;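 active = mean inhibition of at least 70% across replicates, with every replicate also reaching that level; inconclusive = mean inhibition reaches 70% but some replicates fall short; inactive = mean inhibition below 70%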
Target sequence (P26447 whole entry, looked up): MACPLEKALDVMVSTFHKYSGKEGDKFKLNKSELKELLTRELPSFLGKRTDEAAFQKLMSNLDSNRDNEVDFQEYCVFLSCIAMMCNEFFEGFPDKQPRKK
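Test system – S100A4 monomer (human) · Compound – single-point compound testing · Schedule – 5 min incubation before reading · Probe or stimulus – TAMRA-labelled myosin IIA heavy-chain peptide probe, 5 nM · Benchmarks – neutral control DMSO, positive control TFP · Medium – Calcium-containing HEPES buffer, pH 7.2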
C2C12 statin: suppressors of simvastatin-induced myotoxicity in C2C12 myotubes | ATP luminescence, 48 h; scaled: DMSO 0, geranylgeraniol control 100 | rescue of ATP level, % at 7.49 µM | 330,000 compounds, 0.78% hits | AID 602340;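 active = mean ATP rescue above about 67%, or every replicate alone reaching that limit, limit read from the data, passing the limit was not always enough; inconclusive = no clear call, values can overlap the other calls; inactive = mean under the limit and some replicate under it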;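 note: myotubes were challenged with 10 µM simvastatin during compound exposure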
E-selectin induc: E-selectin induction on HUVECs; HUVEC E-selectin immunofluorescence imaging; normalized: neutral wells 0, TNF-alpha wells 100; activation, % at 7.58 µM; 260,000 compounds, 0.37% hits;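 active = mean E-selectin-positive cell signal at least 10% of the positive control, reached in at least 60% of replicates, without over 20% cell loss; inconclusive = no rule given, readout overlaps actives, possibly toxicity-flagged; inactive = the rest, including those meeting only one limit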;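 note: in these data hits start at about 27%; measured in HUVEC primary endothelial cells; signal is the percent of cells scored E-selectin positive by PE staining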
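material = human umbilical vein endothelial cells (HUVEC), E-selectin induction | quantity = 3,000 cells/well | medium = EGM-2 growth medium on 0.1% gelatin-coated wells | technique = immunofluorescence imaging | read-out basis = % PE-positive cells | control set = TNF-alpha positive control, DMSO neutral control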
PglD DTNB: blocks C. jejuni PglD acetyltransferase activity; purified PglD enzyme, DTNB colorimetric CoA detection; inhibition, % at 12.5 µM; 360,000 compounds, 0.098% hits; in the data active = inhibition above about 16%, passing the limit was not always enough; inconclusive = no clear call, values can overlap the other calls; note: strong numbers were not always called active
The depositor's hits bear a star; ? = inconclusive; nt = no result given. The list is partial; count on the stated rates, not on these rows.

SMILES	ERp5 inh	DENV2 CPE rescue	SIRT5 block	S100A4 MyoIIA	C2C12 statin	E-selectin induc	PglD DTNB
CC(C)NC(=O)Nc1ccc2c(c1)C(=O)N([C@@H](C)CO)C[C@@H](C)[C@H](CN(C)C(=O)Nc1ccc3c(c1)OCO3)O2	15	28*	-1	-4	21	0.2	0
CC(C)N1CC(C(=O)Nc2ccc(Cl)cc2Cl)CC1=O (stereo not drawn)	5	8	nt	7	6	0.5	1
Cn1c(=O)c2c(nc(SCC(=O)Nc3ccccc3)n2C)n(C)c1=O	-1	14	nt	1	4	-0.1	4
CCOC(=O)C/C(C)=N/NC(=O)C1CC1(c1ccccc1)c1ccccc1 (stereo not drawn)	1	7	-1	-7	nt	-0.3	nt
CCn1ccc(C(=O)NC2=NCCS2)n1	-2	nt	-2	3	nt	-1.9	nt
NC(=O)NC(=O)COC(=O)c1cccnc1Nc1ccccc1F	-8	-8	-4	-45	10	1.0	3
CCCCn1c(N)c(N(CCOC)C(=O)c2oc3ccc(OCC)cc3c2C)c(=O)[nH]c1=O	-1	nt	1	-2	0	-0.2	-7
Cc1cccc(C)c1NC(=O)CNC(=O)C(C)N1CCN(c2cccc(Cl)c2)CC1 (stereo not drawn)	2	-6	-2	55	3	-0.4	1
Cc1ccc(S(=O)(=O)N(C)C[C@H]2Oc3ccc(NC(=O)Cc4cn(C)c5ccccc45)cc3CC(=O)N([C@@H](C)CO)C[C@H]2C)cc1	-7	6	17*	13	40	0.5	0
CC(=O)Nc1ccc(S(=O)(=O)/N=C2\C(=O)c3ccccc3C([O-])=C2n2cc[n+](-c3ccccn3)c2)cc1	-1	0	3	5	6	nt	-5
COCCOC(=O)N1C(=O)[C@@]2(c3cc(C#CC4(O)CCCCCC4)ccc31)[C@H](c1ccc(OCCO)cc1)N1[C@H](c3ccccc3)[C@H](c3ccccc3)OC(=O)[C@H]1[C@@H]2C(N)=O	0	69*	-1	-32	nt	nt	-4
COc1ccc(/C=N/Nc2cc(C)nc(-n3nc(C)cc3C)n2)c(OC)c1	5	-5	5	10	nt	1.6	nt
COc1ccc(Cl)cc1NC(=O)CN(C)C(=O)CSc1ccc2c(c1)OCCO2	3	2	-1	-2	16	nt	2
CS(=O)(=O)N1CCN=C1SCc1ccccc1	11	5	-2	0	26	nt	2
O=C(C[C@@H]1C=C[C@H](NC(=O)Nc2ccccc2F)[C@@H](CO)O1)NCc1ccc(-c2ccccc2)cc1	-5	19	2	3	12	1.3	3
COc1ccc(CCn2nnc3ccccc3c2=O)cc1OC	-5	5	nt	0	-2	0.3	-1
CO[C@H]1CN(C)C(=O)c2cc(NC(=O)c3cnccn3)ccc2OC[C@@H](C)N(C(=O)C2CC2)C[C@H]1C	-6	?	4	0	2	-0.1	4
COc1cc2c(cc1OC)C(c1cccs1)N(C(=O)c1cccnc1)CC2 (stereo not drawn)	-1	8	-2	2	-21	nt	4
CCS(=O)(=O)N1[C@H](C#N)[C@@H](c2ccc(C#Cc3ccccc3F)cc2)[C@H]1CO	9	12	1	4	5	0.8	1
CC(=O)Nc1cnc(-c2ccccc2C(C)=O)cn1	0	-8	-4	-4	-1	0.0	3
CCn1c(SCC(=O)NNC(=O)c2ccccc2)nnc1-c1ccncc1	-1	nt	-17	-1	-6	nt	-4
O=C(O)C(CO)N=Cc1c(O)c2ccccc2oc1=O (stereo not drawn)	-7	-1	7	-16	nt	nt	nt
O=C(COC(=O)c1ccncc1)c1ccc(Br)cc1	-4	nt	-2	2	nt	3.0	nt
CC(C)=CC(=O)Nc1c(C)cc(C)cc1Cl	-5	-2	1	1	nt	0.0	nt

Part of the list above, set out differently:
SMILES: CC(C)=CC(=O)Nc1c(C)cc(C)cc1Cl
  ERp5 inh: -5; DENV2 CPE rescue: -2; SIRT5 block: 1; S100A4 MyoIIA: 1; C2C12 statin: nt; E-selectin induc: 0.0; PglD DTNB: nt

SMILES: CC(=O)Nc1cnc(-c2ccccc2C(C)=O)cn1
  ERp5 inh: 0; DENV2 CPE rescue: -8; SIRT5 block: -4; S100A4 MyoIIA: -4; C2C12 statin: -1; E-selectin induc: 0.0; PglD DTNB: 3

SMILES: CS(=O)(=O)N1CCN=C1SCc1ccccc1
  ERp5 inh: 11; DENV2 CPE rescue: 5; SIRT5 block: -2; S100A4 MyoIIA: 0; C2C12 statin: 26; E-selectin induc: nt; PglD DTNB: 2

Going on with the list:
SMILES	ERp5 inh	DENV2 CPE rescue	SIRT5 block	S100A4 MyoIIA	C2C12 statin	E-selectin induc	PglD DTNB
C[C@H](CO)N1C[C@H](C)[C@@H](CN(C)Cc2ccc(-c3ccccc3)cc2)Oc2ccc(NC(=O)Nc3ccc4c(c3)OCO4)cc2C1=O	4	1	-4	-2	nt	11	4
CCN(CC)C(=O)Cn1cnc2sc(C(=O)N3CCN(Cc4ccc5c(c4)OCO5)CC3)c(C)c2c1=O	-4	1	nt	-5	nt	nt	nt
CCc1nc2ccc(C(=O)NCCc3c[nH]c4ccccc34)cn2c1N(C)Cc1ccc(N(C)C)cc1	2	-2	-2	-18	-7	0.9	-1
CN1CCN(c2ccccc2NC(=O)C(Cc2ccccc2)n2cccc2)CC1 (stereo not drawn)	3	-8	-7	-1	7	5.2	-3
Cc1cccc(-c2nnc(SCc3ccccc3)o2)c1	nt	nt	nt	nt	10	0.2	-5
C=CCn1c(COc2ccc(Cl)cc2)nnc1SCC(=O)c1c(N)n(C)c(=O)n(C)c1=O	0	3	-1	2	101*	-2.8	-1
Cc1noc(C)c1NC(=O)N(C)C[C@@H]1Oc2ccc(NC(=O)Cc3ccccc3)cc2C(=O)N([C@@H](C)CO)C[C@@H]1C	-2	?	1	-16	-1	-6.5	3
CC(=O)N1CCN(c2ccc(NC(=O)c3cc4ccccc4o3)cc2)CC1	3	3	-2	-2	-26	nt	1
Cc1ccc(/C=N/NC(=O)c2ccncc2)s1	6	-2	4	-14	nt	17	-3
Cc1cccc2c(C(=O)N3CCN(C(=O)c4ccco4)CC3)cc(-c3cccc(Br)c3)nc12	5	14	0	-7	nt	-3.4	nt
CCOc1cccc2cc(C(=O)NCc3ccc(C)cc3)c(=N)oc12	-6	7	-4	3	2	nt	-1
NC(=O)Cn1c(=O)n(CCC(=O)NCCSCc2ccccc2)c(=O)c2ccccc21	-1	2	nt	3	5	1.8	nt
FC(F)(F)Oc1ccc(-c2cn3cccnc3n2)cc1	0	-2	-48	-4	-4	0.6	nt
C[C@H](CO)N1C[C@H](C)[C@@H](CN(C)Cc2ccccn2)Oc2cc(C3=CCCC3)ccc2S1(=O)=O	3	-3	6	-3	-31	-0.3	-2
COCC(=O)N(C)C[C@H]1Oc2ncc(C3=CCCC3)cc2C(=O)N([C@@H](C)CO)C[C@H]1C	-1	4	-5	14	5	0.2	-4
CC1CCN(C2=NC(=O)/C(=C/c3ccc(O)cc3)S2)CC1	-10	7	-4	-4	6	nt	8
O=C(c1ccc(Cl)cc1)N1CCN(CCc2ccccn2)CC1	-2	7	-3	0	-1	0.4	9
CCCn1c(=O)c2ccccc2n2c(SC(C)C(N)=O)nnc12 (stereo not drawn)	5	0	2	-1	-2	nt	1
Cc1ccc2nc(-c3ccncc3)[nH]c2c1	-1	14	-1	-6	3	nt	4
C[C@@H]1CN([C@@H](C)CO)C(=O)c2cc(NS(=O)(=O)c3ccc(Cl)cc3)ccc2O[C@H]1CN(C)S(=O)(=O)c1cn(C)cn1	-6	8	3	0	3	12	0
CC(C)(C)OC(=O)N1CCC[C@@H]1C(=O)N1CCC[C@@H]1C(=O)NCc1ccccc1Cl	3	34*	6	2	nt	-0.1	nt
Cc1ccc(F)c(CNC(=O)C2CCC(=O)N(CCN3CCOCC3)C2)c1F (stereo not drawn)	nt	3	1	-1	23	-0.1	-6
COc1ccccc1NC(=O)CCCC(=O)OCC(=O)c1ccc(F)cc1	-2	-2	-2	-8	nt	0.3	nt
Cc1ccc(C)c(N(C(=O)CNC(=O)c2ccco2)C(C(=O)NC2CCCC2)c2ccncc2)c1 (stereo not drawn)	0	?	0	4	-4	nt	-3
Cn1cc(CN2CCCCC2C(=O)Nc2ccc(-n3cccn3)cc2)cn1 (stereo not drawn)	6	-2	-3	5	nt	nt	-5
O=C(Nc1ccccc1)c1ccc(=O)n(Cc2ccc(F)c(F)c2)c1	4	-4	1	5	7	nt	8
Cc1ccc2nc(Cl)c3cc(C(=O)NCCCN4CCCC4)sc3c2c1	5	0	-6	0	1	0.6	-2
C[C@@H]1CN([C@@H](C)CO)C(=O)c2cc(NC(=O)CCC(F)(F)F)ccc2O[C@H]1CN(C)Cc1ccc(C(F)(F)F)cc1	1	7	7	-1	0	5.7	-4
C=CCN1c2ccccc2[C@]23C[C@@H](C(=O)OC)N(C(=O)c4cccs4)C2=NC(C(=O)OC)=C(C(=O)OC)[C@H]13	-2	-4	2	1	-3	0.0	-1
COc1ccc(-c2c(NC(=O)c3ccco3)oc3c(C)cccc3c2=O)cc1OC	5	-1	-4	-1	nt	-0.4	nt
O=C(C1CC1)N1CC[C@@H]2[C@H](CO)Nc3ccc(C#Cc4ccccc4F)cc3[C@@H]21	nt	1	nt	nt	-11	3.4	1
Cc1c(C#N)c2n(c1C)CCCC(=O)N2	-5	1	1	22	9	-0.1	-3
COc1ccc(C(=O)Nc2ccc3c(c2)OC[C@H](C)N(C)C[C@H](C)[C@H](OC)CN(C)C3=O)cc1	-3	11	1	-8	-2	0.0	0
Cc1cccc(C)c1NC(=O)c1sccc1SCC#N	-7	3	-2	-2	1	nt	-3
C[C@@H]1CN([C@H](C)CO)C(=O)c2cc(NC(=O)Nc3ccc(F)cc3)ccc2O[C@@H](C)CCCCO[C@H]1CN(C)S(=O)(=O)c1cn(C)cn1	-1	-1	-3	3	nt	0.0	-6
CCC(C)(C)n1nnnc1CN1CCSCC1	-1	-5	0	-2	18	nt	3
C[C@H]1CN([C@@H](C)CO)C(=O)Cc2cc(NC(=O)Nc3ccc4c(c3)OCO4)ccc2O[C@@H]1CN(C)Cc1ccc(Oc2ccccc2)cc1	0	nt	1	-2	24	0.1	-3
O=[N+]([O-])c1ccc(/C([O-])=C(/C(=S)NCc2ccco2)[n+]2ccccc2)cc1	3	-3	1	-1	nt	nt	nt
CCNc1nc(NCC)n2c(SCC(=O)Nc3ccccc3F)nnc2n1	-2	9	-1	2	12	nt	2
CC(C)(C)NC(=O)C(c1c[nH]c2ccccc12)N(C(=O)Cn1nnc(-c2ccc(F)cc2)n1)c1cccc(O)c1 (stereo not drawn)	-1	-2	2	0	nt	0.1	nt
CN(C(=O)OC(C)(C)C)c1ccc(-c2nc3ccccc3s2)cc1	-2	-5	-5	-23	-6	0.1	4
O=C1NC(Cc2ccc(O)cc2)c2nc3ccc(Cl)cc3c(=O)n2-c2cc(Cl)ccc21 (stereo not drawn)	4	?	-2	-1	nt	0.1	nt
Cc1cccc(C)c1NC(=O)C(c1ccc(C#N)cc1)n1c(=O)c(-c2ccco2)nc2ccccc21 (stereo not drawn)	-5	13	2	-20	nt	0.0	nt
Cc1sc2ncnc(N3CCCC(C)C3)c2c1C (stereo not drawn)	1	13	-1	-3	-6	-0.1	0
O=C(c1ccc2nc(N3CCOCC3)sc2c1)N1CCN(c2ccc(Cl)cc2)CC1	3	11	1	1	nt	nt	nt
C[C@@H]1CN([C@H](C)CO)C(=O)Cc2cc(NC(=O)Nc3ccc4c(c3)OCO4)ccc2O[C@@H]1CN(C)CC1CC1	-6	2	-1	4	5	-12	1
COc1ccc(S(=O)(=O)c2nnn(-c3cccc(Cl)c3)c2N)cc1	-3	12	-4	1	nt	nt	nt
CCCNC(=O)[C@H]1[C@H](CO)[C@H]2Cn3c(ccc(-c4ccccc4)c3=O)[C@H]2N1CC1CC1	9	1	-3	-8	15	-0.2	-2
CCOC(=O)c1ccc(NC(=O)CC2SC3=NCCN3C2=O)cc1 (stereo not drawn)	4	-2	-4	-9	nt	3.0	nt
